GC-A act = GC-A (human) enzyme activation. P16066. HEK293 GC-A cells, cGMP TR-FRET, EC30 ANP; 0% at EC30 ANP, 100% saturating ANP. activation, % at 10 µM. 370,000 compounds, 0.14% hits; in the data active = activation above about 40%
DAX1 inh-1 = inhibitors of human orphan nuclear receptor DAX1 (NR0B1). inhibition, % at 6.75 µM. HEK293 Gal4-DAX1 luciferase reporter, luminescence. AID 504766. 340,000 compounds, 0.99% hits. P51843;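 active = inhibition above the mean over all tested compounds plus 3 SD, cut at about 4.2% in these data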;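 also: 0% = DAX1-transfected cells with DMSO and 100% = empty-vector control cells with DMSO; inhibition shows as a rise in luminescence from relieved DAX1 repression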
Target sequence (P51843 207-470 limits assumed): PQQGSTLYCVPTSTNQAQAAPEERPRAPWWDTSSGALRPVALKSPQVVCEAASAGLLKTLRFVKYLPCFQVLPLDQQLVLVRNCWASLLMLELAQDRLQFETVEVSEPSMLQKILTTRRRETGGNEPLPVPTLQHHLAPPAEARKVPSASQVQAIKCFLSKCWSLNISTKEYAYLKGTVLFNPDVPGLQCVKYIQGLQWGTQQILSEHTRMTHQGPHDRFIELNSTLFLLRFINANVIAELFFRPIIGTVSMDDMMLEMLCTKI
hgDAF12 agonist = agonists of H. glycines DAF-12 nuclear receptor | HEK293 GAL4-hgDAF12 UAS-luciferase reporter, agonist luminescence; normalized to butyrate control | activation, % at 6.8 µM | 370,000 compounds, 1.8% hits;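 active = activation above a cutoff set at the mean of all screened compounds plus 3 SD, cut at about 10% in these data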;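 also: 0% = DMSO wells and 100% = sodium butyrate wells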
hcDAF-12 act = activators of H. contortus DAF-12 nuclear receptor; 370,000 compounds, 1.4% hits; AID 652067; activation, % at 6.8 µM; HEK293 hcDAF-12 lit1-tk-luc reporter, luminescence; 0% DMSO, 100% Δ7-dafachronic acid;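 active = activation above the mean of all tested compounds plus 3 SD, cut at about 5.5% in these data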;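 also: 100% = response to 3 µM Δ7-dafachronic acid high control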
SMARCA2 activ = SMARCA2 function activation, primary screen; MG213 cells, MMTV-luciferase reporter, dexamethasone, overnight; activation, % at 9.1 µM; 370,000 compounds, 1% hits; in the data active = activation above about 7.8%;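 also: 0% = vehicle wells and 100% = reference activator wells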
proKLK7 act = activators of human kallikrein-7 zymogen; purified proKLK7, EDANS-DABCYL substrate fluorescence; 100% is mature enzyme control, 0% vehicle; activation, % at 7 µM; P49862; 370,000 compounds, 0.9% hits;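 active = activation above the mean of all tested compounds plus 3 SD, computed per campaign excluding outliers beyond control limits, cut at about 13% in these data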
Target sequence (P49862 whole entry, looked up): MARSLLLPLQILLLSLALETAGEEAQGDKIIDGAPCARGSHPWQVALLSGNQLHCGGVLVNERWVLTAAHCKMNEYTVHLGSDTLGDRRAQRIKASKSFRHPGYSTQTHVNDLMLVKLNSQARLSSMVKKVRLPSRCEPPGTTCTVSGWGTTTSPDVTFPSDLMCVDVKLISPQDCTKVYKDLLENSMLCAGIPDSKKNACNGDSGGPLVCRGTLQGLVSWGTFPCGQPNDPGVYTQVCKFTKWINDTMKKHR
sPLA2-III inh = Blocks human group III sPLA2 activity; Q9NZ20; QFRET BODIPY PC-A2 liposome hydrolysis, fluorescence; inhibition, % at 12.2 µM; 370,000 compounds, 0.56% hits;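 active = inhibition above mean plus 3 SD of compounds lying within the high and low control bounds, cut at about 19% in these data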;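 also: 0% = median of test compound wells and 100% = no enzyme DMSO wells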
Target sequence (Q9NZ20 whole entry, looked up): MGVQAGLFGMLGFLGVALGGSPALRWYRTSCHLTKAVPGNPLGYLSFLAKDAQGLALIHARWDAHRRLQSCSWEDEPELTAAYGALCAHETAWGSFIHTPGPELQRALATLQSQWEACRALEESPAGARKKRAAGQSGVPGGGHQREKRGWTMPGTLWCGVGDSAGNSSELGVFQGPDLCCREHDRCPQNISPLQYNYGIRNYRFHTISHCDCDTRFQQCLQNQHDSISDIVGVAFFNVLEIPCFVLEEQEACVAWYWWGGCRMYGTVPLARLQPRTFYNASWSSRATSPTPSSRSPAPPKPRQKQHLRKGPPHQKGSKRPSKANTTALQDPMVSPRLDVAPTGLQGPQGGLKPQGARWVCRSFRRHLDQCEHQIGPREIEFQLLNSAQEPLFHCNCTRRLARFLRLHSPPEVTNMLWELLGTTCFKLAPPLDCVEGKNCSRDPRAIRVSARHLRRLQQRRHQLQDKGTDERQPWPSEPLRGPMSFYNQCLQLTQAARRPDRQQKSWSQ
GC-B act = GC-B (human) receptor activation | P20594 | HEK293-GC-B cells, CNP EC30, cGMP TR-FRET; 0% at EC30 CNP, 100% saturating CNP | activation, % at 10 µM | 370,000 compounds, 0.11% hits | AID 1920062;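 active = activation at 10 µM reaching about 35% in either raw or pattern-adjusted values, limit read from the data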
ssDAF12 agonist = activators of S. stercoralis DAF-12 nuclear receptor; HEK293 ssDAF-12/GRIP1 lit1-tk-luc reporter, luminescence; % of 3 µM dafachronic acid response; activation, % at 6.8 µM; 370,000 compounds, 1% hits;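 active = activation above the mean over all tested compounds plus 3 SD, cut at about 0.9% in these data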;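 also: 0% = DMSO-only wells and 100% = 3 µM delta7-dafachronic acid wells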
GAA850 FXN act = frataxin GAA850 promoter activation; 360,000 compounds, 0.56% hits; activation, % at 6 µM; HEK293 lucGAA850 FXN promoter luciferase reporter, 24 h; percent of 10 µM SAHA response; AID 540364;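 active = activation above the average of all compounds screened plus 3 SD, cutoff fixed separately per campaign, cut at about 7.5% in these data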;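 also: 0% = DMSO wells and 100% = 10 µM SAHA wells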
DAX1 inh-2 = blocks DAX1 repression of SF-1 activated StAR promoter; AID 652010; 370,000 compounds, 1.1% hits; HEK293T StAR-luciferase reporter, SF-1/DAX-1 repression relief; inhibition, % at 6.8 µM;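 active = inhibition above the mean over all tested compounds plus 3 SD, cut at about 3.6% in these data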;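 also: 0% = DAX-1 cells with DMSO and 100% = cells lacking DAX-1 with DMSO; higher inhibition means more luminescence from relief of DAX-1 repression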
Active calls of the source: *; x = no result given.

SMILES	GC-A act	DAX1 inh-1	hgDAF12 agonist	hcDAF-12 act	SMARCA2 activ	proKLK7 act	sPLA2-III inh	GC-B act	ssDAF12 agonist	GAA850 FXN act	DAX1 inh-2
NC(=O)COC(=O)c1ccccc1SCC(=O)NC1CCCCCC1	-7	0.0	-0.9	-1.1	-1	0.5	0	-2	-0.9	2.1	0.2
COc1ccc(-c2c[n+](CC(=O)c3cccs3)c3n2CCC3)cc1	5	1.3	-1.4	-2.0	0	0.0	-33	1	-0.5	0.1	-0.3
CC(=O)Nc1ccnn1C1CCN(C(=O)c2cccc(C)c2C)CC1	1	0.7	1.1	-1.1	-3	-0.3	5	-4	-0.8	-0.7	-0.1
COc1cc2[nH]c(=O)n(CCC(=O)NCCC(C)C)c(=O)c2cc1OC	-1	-0.3	-0.8	-1.8	-2	-0.8	0	-9	-0.5	-3.0	-0.2
CC(CCc1ccccc1)NCC(O)c1cccc([N+](=O)[O-])c1 (stereo not given)	-4	-0.5	-1.4	-0.6	-4	0.4	4	-1	-2.0	1.5	1.0
Cc1nc(CNS(=O)(=O)c2cccnc2)cs1	-1	1.7	0.9	0.0	-3	0.1	7	0	-0.4	-1.7	0.4
CCOC(=O)N/N=C/c1cc(C)n(-c2ccccc2)c1C	1	-1.6	-0.6	-1.2	4	-1.2	0	-1	-1.8	5.7	-0.3
CCOC(=O)[C@@H]1[C@H]2COc3cc(OC)ccc3[C@@H]2N2C(=O)N(c3cccc(C)c3)C(=O)[C@]12C	1	-1.0	-1.6	-1.4	2	0.5	-11	4	-1.5	-0.8	-0.1
Cc1cc2c(=O)[nH]cnc2s1	0	1.2	-1.3	-0.1	1	-0.5	15	7	-1.6	2.1	0.6
O=C(Nc1ccccc1C(=O)N1CCCC1)c1ccc(Cl)c([N+](=O)[O-])c1	0	-1.4	1.0	-3.4	0	0.3	2	-1	-1.5	-0.4	-0.3
O=S(=O)(N/N=C\c1ccccc1O)c1ccc(Cl)cc1	2	1.9	0.2	-0.8	-1	-4.2	4	-1	-1.1	3.6	0.7
Cc1ccc(C)c(N2CCN(CCN3CCCCC3)CC2)c1	-5	-1.1	-1.2	-0.8	-3	0.7	7	2	-1.0	-0.1	0.6
CCOC(=O)c1c(NC(=O)CSc2c[nH]c3ccccc23)sc2c1CCCC2	-5	-1.1	2.9	-1.1	-2	-1.9	-24	-6	-0.6	0.6	-2.0
Cc1cc(C)c(CN2CCN(CCCn3ccc(NC(=O)OCc4ccccc4)nc3=O)CC2)c(C)c1	-7	0.3	-1.8	1.3	-5	0.1	2	-2	-1.4	-2.7	2.0
Cn1c(=O)n(C)c2cc(CNC(=O)[C@H]3O[C@@H](n4cnc5c(N)ncnc54)[C@H](O)[C@@H]3O)ccc21	6	x	-0.9	-1.2	-1	1.0	-3	2	-1.7	x	-0.9
Cc1csc(SCCn2c(N3CCOCC3)nc3c2c(=O)[nH]c(=O)n3C)n1	2	0.5	-3.1	0.0	-3	-0.4	4	-3	-2.1	-0.7	0.3
COc1ccc(NC(=S)c2ccncc2)cc1	-2	-1.9	-0.8	0.1	-5	2.0	8	5	-1.5	-0.6	-1.1
CC(C)C[C@@H](COc1ccccc1)N1CCN(C)CCC1=O	0	0.1	-0.2	-0.1	0	-0.2	2	-5	-0.7	-1.4	0.4
COc1cccc(C2=NOC(C(=O)N3CCc4ccccc4C3)C2)c1 (stereo not given)	-1	2.9	-0.4	0.9	0	-0.1	-4	-2	-1.1	0.6	1.8
COc1ccccc1C1C(C#N)=C(N)Oc2c1oc(CO)cc2=O (stereo not given)	-3	0.1	-1.8	-1.4	2	0.7	0	8	-1.2	0.5	0.2
CC(=O)NC12CC3CC(C1)CC(C(=O)Oc1ccc(N(C)S(=O)(=O)c4cc(C)ccc4C)cc1)(C3)C2	-2	-0.4	0.2	-1.0	-1	0.7	-4	-1	-0.9	1.7	-0.3
CN1c2ccccc2-c2ccccc2S1(=O)=O	-1	-0.6	5.9	-0.1	0	-0.2	2	2	-0.4	1.7	-1.0
COCCn1c(C)cc(C(=O)COC(=O)Cc2n[nH]c(=O)c3ccccc23)c1C	-1	3.5	6.5	1.6	4	0.8	-7	-1	-0.6	1.0	1.5
CCN(CC(=O)NCc1ccc(F)cc1)C(=O)/C=C/c1cccs1	1	0.6	-2.7	-0.7	1	0.3	0	0	-2.1	0.3	1.7
COc1cc(C(=O)NCC(=O)NCCSc2ccc(Br)cc2)cc(OC)c1OC	-10	-1.0	-1.3	-1.2	-1	-0.4	0	-9	-0.4	-1.4	-2.3
(further entries)
SMILES	GC-A act	DAX1 inh-1	hgDAF12 agonist	hcDAF-12 act	SMARCA2 activ	proKLK7 act	sPLA2-III inh	GC-B act	ssDAF12 agonist	GAA850 FXN act	DAX1 inh-2
CC(C)(C)OC(=O)NCC(=O)NNC(=O)C(C(=O)OCc1ccccc1)c1ccccc1 (stereo not given)	-1	-0.3	-7.9	-2.3	-2	0.0	-2	-1	-2.4	-1.6	-0.2
COc1ccc(O)c(C=Nc2cc(NC(C)=O)c(Cl)cc2Cl)c1	-2	-0.3	-1.2	-0.9	-4	0.3	6	3	-0.9	2.9	0.1
Nc1cc(=O)[nH]c(SCC(=O)NC2CCCCCCC2)n1	-8	-0.2	-0.7	1.2	2	-0.1	12	0	-1.1	2.1	1.0
Cc1ccc(S(=O)(=O)N2CCN=C2SCc2cccnc2)cc1	2	0.6	-3.5	-2.3	5	-0.2	-2	2	0.0	1.2	-0.1
CCN(C(=O)CSc1nc2nc(C)cc(C)n2n1)c1ccccc1	4	-1.2	-0.9	0.6	-2	-0.1	17	-1	-1.9	0.6	0.1
CN(Cc1cc(Cl)cc(Cl)c1O)Cc1c(O)ccc2ccccc12	1	0.7	0.1	0.4	-1	-0.8	-17	-1	-0.5	-1.5	0.4
COc1cc2ccc(C(C)=O)cc2cc1OC	2	0.7	3.7	3.0	-1	5.6	1	-6	0.8	3.1	-1.9
CCC(C)NC(=O)Cn1nc(Cc2ccncc2)c2ccccc2c1=O (stereo not given)	3	-0.6	-1.3	0.3	-2	-0.2	2	6	-0.5	0.1	0.0
O=C1CCCc2ccccc2N1Cc1ccc(Cl)cc1	-22	-0.3	0.1	-0.9	1	0.6	-4	-18	-1.4	0.9	-1.2
Cc1ccc(C)c(C(=O)COC(=O)c2ccccc2N2C(=O)C3C4CCC(C4)C3C2=O)c1 (stereo not given)	-2	0.4	1.2	-0.8	-1	1.1	-13	0	-1.4	0.5	0.1
CCCOc1ccc(S(=O)(=O)N2CCCC2)cc1[N+](=O)[O-]	-5	1.1	-0.4	0.5	-2	0.4	3	0	-0.4	3.5	-0.1
COc1ccc(NC(=O)COC(=O)CCC(=O)c2cccs2)cc1OC	4	0.5	2.1	-1.9	-1	-0.8	-1	2	-0.7	-0.4	-0.5
COc1c(Cl)cc(C(=O)Nc2ccccc2C(=O)O)cc1Cl	1	0.3	2.3	-0.3	1	0.8	-10	-4	-1.5	1.0	0.2
COc1ccc(CN2C/C(=C/c3ccccc3)N3C(=O)C[C@@H](c4ccccc4)N=C23)c(OC)c1	-13	x	1.1	-1.6	-4	-0.6	-12	-2	-1.3	x	-0.2
O=C(O)c1ccc(NC(=O)c2cccc(S(=O)(=O)Nc3ccc(C(=O)O)cc3)c2)cc1	-1	1.5	-3.2	-1.3	-4	-0.2	6	0	-1.0	-0.7	-0.1
CCC(=O)Nc1ccc(NC(=S)NC(=O)Cc2ccccc2)cc1	-3	0.6	-0.5	-1.8	2	-1.0	-7	-4	-0.7	2.5	-0.3
O=C(CSCc1ccccc1)Nc1cc([N+](=O)[O-])ccc1F	0	-1.4	3.8	-0.5	0	-0.2	6	8	-0.8	0.0	-0.7
Cc1nc(NC(=S)Nc2ccccc2)sc1C	3	1.9	10	10*	4	-0.1	13	-2	0.0	3.3	1.1
Cc1nc(N2CCN(c3ccccn3)CC2)c2c(C)c(C(=O)Nc3ccccc3F)sc2n1	0	5.3*	-0.8	0.2	-5	0.2	8	-5	0.1	3.8	0.6
O=C(CCCn1cnc([N+](=O)[O-])n1)Nc1ccc(Cl)cc1Cl	5	-0.3	-0.9	0.1	-2	-0.1	-5	-1	-1.4	1.9	-0.4
Cc1cc2c(cc1S(=O)(=O)Nc1ccc(OC(F)(F)F)cc1)OCC(=O)N2	0	-0.2	-1.0	0.2	0	0.2	-30	0	-1.2	3.3	-0.4
O=C(O)C(Cc1ccccc1)NS(=O)(=O)c1ccc(Cl)cc1 (stereo not given)	6	0.9	0.6	-2.8	0	-0.6	-2	1	-0.6	-0.9	0.3
N#CC(c1ccc(Cl)cc1)c1ccc2c(C(F)(F)F)cc(C(F)(F)F)nc2n1 (stereo not given)	1	-4.4	-7.9	-3.5	-11	-0.3	4	8	-2.7	-14	-2.6
CCOC(=O)c1cc2c(C)nn(-c3ccccc3)c2s1	-1	1.0	-0.8	0.7	-3	-1.0	7	-9	-0.1	3.6	-0.4
O=c1[nH]c(NCCO)nnc1Cc1ccccc1	3	1.3	-0.8	-1.5	-1	-0.3	1	1	-1.2	2.4	0.4

Four entries from above, sorted by molar mass, lowest first:
SMILES	GC-A act	DAX1 inh-1	hgDAF12 agonist	hcDAF-12 act	SMARCA2 activ	proKLK7 act	sPLA2-III inh	GC-B act	ssDAF12 agonist	GAA850 FXN act	DAX1 inh-2
Cc1ccc(C)c(N2CCN(CCN3CCCCC3)CC2)c1	-5	-1.1	-1.2	-0.8	-3	0.7	7	2	-1.0	-0.1	0.6
Nc1cc(=O)[nH]c(SCC(=O)NC2CCCCCCC2)n1	-8	-0.2	-0.7	1.2	2	-0.1	12	0	-1.1	2.1	1.0
O=C(CSCc1ccccc1)Nc1cc([N+](=O)[O-])ccc1F	0	-1.4	3.8	-0.5	0	-0.2	6	8	-0.8	0.0	-0.7
COc1cc2[nH]c(=O)n(CCC(=O)NCCC(C)C)c(=O)c2cc1OC	-1	-0.3	-0.8	-1.8	-2	-0.8	0	-9	-0.5	-3.0	-0.2

Continuation:
SMILES	GC-A act	DAX1 inh-1	hgDAF12 agonist	hcDAF-12 act	SMARCA2 activ	proKLK7 act	sPLA2-III inh	GC-B act	ssDAF12 agonist	GAA850 FXN act	DAX1 inh-2
O=C(c1ccc(CNS(=O)(=O)c2cccc(Cl)c2)cc1)N1CCCC1	-1	0.2	-2.2	-1.4	2	0.5	-4	8	-1.4	2.1	-0.1
CCCCN(C=O)c1c(CC)nc2c(OCCOc3ccc(F)cc3)cccn12	1	x	0.8	-1.7	1	0.0	-6	6	-1.3	-0.5	-0.5
O=C(NCc1ccc(Cl)cc1)C1CCCCN1S(=O)(=O)c1ccccc1 (stereo not given)	0	-0.1	1.0	-1.0	-1	-0.5	-5	-4	-1.4	1.1	-0.3
CCN(C(=O)COC(=O)c1ccc[nH]c1=O)c1cccc2ccccc12	-2	-0.1	1.6	1.2	-3	0.3	0	0	-0.8	0.5	-1.3
O=C(NCc1ccc2c(c1)OCO2)C1CC(=O)N(c2ccc(O)cc2)C1 (stereo not given)	-2	2.1	-0.9	0.3	0	0.2	9	3	-1.5	1.5	0.3
COc1ccc(N=C2SC(CC(=O)Nc3ccccc3)C(=O)N2CCc2ccccn2)cc1 (stereo not given)	-1	1.3	-2.3	2.8	2	0.8	-28	-4	-1.5	-3.5	-0.3
C/C(=N\Nc1nc(N2CCOCC2)nc(N2CCOCC2)n1)c1cccc([N+](=O)[O-])c1	-2	-0.2	-2.2	-1.7	-3	-1.8	-3	3	0.1	1.2	-0.3
